TSHR antag: human thyrotropin receptor antagonism | AID 504810 | P16473 | activity change, negative = inhibition, % at 11.5 µM | 0.2% of 330,000 active | TSHR-expressing cells, TSH-stimulated cAMP HTRF, 2 h; active compounds read low;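 active = activity change below a set negative limit, meaning inhibition stronger than a set level, cut at about -70% in these data; inconclusive = activity change between two set negative limits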; note: % is set by controls: 0 for no effect and ±100 for the full control effect
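Cell-based HTRF cAMP assay; TSHR cells + compound, TSH EC80 (4nM final), 2 h, 37 deg C. Lysis with anti-cAMP cryptate and cAMP-d2, 30 min RT, read 665/620 nm.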
TCR activator: activators of T cell receptors; primary human leukocytes, anti-CD3, IL-2 HTRF, 48 h; Potency, µM (top dose mostly 9.22 µM), for the others: at the top dose activation of IL-2 secretion, most hits filed as activators; 330,000 tested, under 10 active; note: % of control where 0% means no effect
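IL-2 release read by HTRF sandwich (Eu cryptate donor, d2 acceptor, 665 nm emission) after 48 hr exposure of primary human leukocytes to compound together with anti-CD3 beads in the absence of co-stimulatory signals.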
Menin MLL FP TR: displaces Texas Red mutant MLL peptide from human menin; 0.23% of 270,000 active; Menin + Texas Red MLL mutant peptide, fluorescence polarization; AID 1768; Potency, µM (top dose mostly 61.6 µM), inactives show at the highest dose FP activity change, negative = inhibition, most hits filed as inhibitors; active = well fitted inhibition curve with a large enough effect in the polarisation, with a control signal flat, not every such curve was filed as active; inconclusive = small, poorly fitted or top-dose-only effect, or effect the other way, or a change in a side signal; inactive = no such curve, though single readings can be large or run the other way; the % refers to the polarisation; note: potency is the fitted concentration of half-maximal effect; % of control where 0% means no effect; many of its hits are not listed in these tables
ASM inhibitor: inhibitors of human secretory acid sphingomyelinase; AID 504937; 0.006% of 340,000 active; Potency, µM (highest dose often 57.5 µM), for inactives: top-dose activity change, negative = inhibition, usual class: inhibitors; placental ASM, HMU-PC fluorogenic substrate, 60 min; note: potency is the fitted concentration of half-maximal effect
Target sequence (P17405 47-631 limits assumed): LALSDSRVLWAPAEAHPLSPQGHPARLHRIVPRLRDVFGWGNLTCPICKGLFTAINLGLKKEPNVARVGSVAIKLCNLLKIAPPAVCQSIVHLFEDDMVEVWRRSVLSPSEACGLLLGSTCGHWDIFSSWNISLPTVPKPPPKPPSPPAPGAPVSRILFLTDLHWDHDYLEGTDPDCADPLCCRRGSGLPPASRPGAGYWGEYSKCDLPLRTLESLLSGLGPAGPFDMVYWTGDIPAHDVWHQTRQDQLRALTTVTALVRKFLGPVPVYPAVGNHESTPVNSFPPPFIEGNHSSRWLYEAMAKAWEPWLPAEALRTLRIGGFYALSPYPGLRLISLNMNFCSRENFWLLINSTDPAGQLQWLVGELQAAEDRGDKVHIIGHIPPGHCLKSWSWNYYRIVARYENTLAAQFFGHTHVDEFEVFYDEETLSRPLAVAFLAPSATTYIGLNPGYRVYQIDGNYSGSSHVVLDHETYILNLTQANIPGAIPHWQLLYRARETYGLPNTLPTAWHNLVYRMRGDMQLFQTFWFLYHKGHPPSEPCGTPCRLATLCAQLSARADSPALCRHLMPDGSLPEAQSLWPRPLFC
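qHTS format. ASM enzyme prepared from human placenta hydrolyses the fluorogenic substrate HMU-PC0 (9 uM final) over 60 min at 37 °C after a 10 min compound preincubation.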
PTAP TSG101 blk: blocks PTAP/TSG101 interaction to inhibit HIV-1 budding | Q99816 | Fluorescence polarization, FITC-PTAP peptide / Tsg101 binding | Potency, µM (top dose mostly 115 µM), without a hit: top-dose activity change, negative = inhibition, most hits filed as inhibitors | 340,000 tested, under 10 active | AID 493005; active = well fitted inhibition curve with a large enough effect in the main read-out, with a control signal flat, not every such curve was filed as active; inconclusive = small, poorly fitted or top-dose-only effect, or effect the other way, or a change in a side signal; inactive = no such curve, though single readings can be large or run the other way; note: potency is the fitted concentration of half-maximal effect; % of control where 0% means no effect
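FP read-out: FITC-PTAP peptide, 50 nM final, binding Tsg101 binding domain, 10 uM final; 20 min, r.t.; 10 mM HEPES pH 7.5, 0.15 M NaCl, 0.01% Tween 20, 3 mM EDTA, 0.1 mM TCEP.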
Mito fusion act: mitochondrial division inhibition or fusion activation; 0.23% of 320,000 active; AID 485298; S. cerevisiae fusion-defective mutant growth rescue, CellTiterGlo 48 h; Potency, µM (titrated, usually from 46.1 µM), for inactives: top-dose growth rescue (activation), most hits filed as activators;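 note: potency is the fitted concentration of half-maximal effect; % of control where 0% means no effect; nearly all actives have a fitted effect of over 45% in size; temperature-sensitive fusion mutants such as fzo1-1 at 37 °C on non-fermentable ethanol glycerol medium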
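Luminescent cell viability in 1536-well qHTS format served as the measure of rescued growth in ts fusion-mutant S. cerevisiae cultured on non-fermentable YPEG for 48 hours at 37C.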
MBNL1-CUG inh: MBNL1-poly(CUG) RNA binding inhibition. TR-FRET MBNL1-His/biotin-(CUG)12 binding, 665/545 ratio. Potency, µM (doses to about 57.5 µM), for inactives: at the highest dose activity change, negative = inhibition, usual class: inhibitors. 0.036% of 280,000 active. AID 2675; active = well fitted inhibition curve with a large enough effect in the signal ratio, with a control signal flat, not every such curve was filed as active; inconclusive = small, poorly fitted or top-dose-only effect, or effect the other way, or a change in a side signal; inactive = no such curve, though single readings can be large or run the other way; the % refers to the signal ratio; note: potency is the fitted concentration of half-maximal effect; % is set by controls: 0 for no effect and ±100 for the full control effect
Target sequence (Q9NR56 whole entry, looked up): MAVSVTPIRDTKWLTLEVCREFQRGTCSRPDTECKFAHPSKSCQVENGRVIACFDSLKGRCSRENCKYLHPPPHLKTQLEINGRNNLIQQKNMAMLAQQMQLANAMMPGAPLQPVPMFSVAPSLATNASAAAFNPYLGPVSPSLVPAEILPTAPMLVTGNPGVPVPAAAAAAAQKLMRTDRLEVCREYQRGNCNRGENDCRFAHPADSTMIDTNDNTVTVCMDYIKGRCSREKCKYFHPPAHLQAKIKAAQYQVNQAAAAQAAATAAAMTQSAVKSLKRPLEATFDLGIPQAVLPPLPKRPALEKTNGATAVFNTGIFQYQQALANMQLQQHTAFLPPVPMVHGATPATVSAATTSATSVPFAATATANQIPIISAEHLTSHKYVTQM
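His-tagged MBNL1 binding to biotinylated (CUG)12 RNA was measured by TR-FRET using terbium anti-His antibody (0.055 ng/ul final) and streptavidin-XL665 (5 nM final). Compounds were titrated 92 nM to 58 uM; 60 min at room temperature.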
AT treatment: candidate therapy for ataxia-telangiectasia; […] A-T fibroblasts, KAP-1 phosphorylation AlphaLISA; neocarzinostatin DNA damage 30 min before lysis; 0.19% of 320,000 active; Potency, µM (titrated, usually from 57.5 µM), inactives show top-dose activation, hits mostly activators; note: potency is the fitted concentration of half-maximal effect; % of control where 0% means no effect; nearly all actives have a fitted effect of over 45% in size
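ATM-like activity read as KAP-1 phosphorylation via AlphaLISA donor/acceptor antibody pairs after lysis and 6 hr at 25C. Cells were ATM-null patient fibroblasts ([…], hTERT), dosed 60 min, then exposed to the DSB inducer NCS for 30 min.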
MLL CXXC-DNA inh: MLL CXXC-DNA interaction inhibition; Q03164; MLL-CXXC / FITC-HOXA9 DNA fluorescence polarization; Potency, µM (top dose mostly 115 µM), for inactives: at the highest dose activity change, negative = inhibition, hits mostly inhibitors; 0.037% of 290,000 active; AID 2662; active = well fitted inhibition curve with a large enough effect in the polarisation, with a control signal flat, not every such curve was filed as active; inconclusive = small, poorly fitted or top-dose-only effect, or effect the other way, or a change in a side signal; inactive = no such curve, though single readings can be large or run the other way; the % refers to the polarisation; note: potency is the fitted concentration of half-maximal effect
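Fluorescence polarization: 7 uM MLL-CXXC (stock) preincubated 5 min with compounds, then 50 nM fluorescein-HOX-A9 DNA (stock) added; 30 min ambient. Buffer 50 mM Tris-HCl pH 7.5, 50 mM NaCl, 1 mM DTT, 0.05% BSA.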
Integrin act MD: integrin-mediated muscular dystrophy alleviation activation; alpha7betagal myoblasts, beta-gal FDG fluorescence, 48 h; Potency, µM (doses to about 38.3 µM), for the others: at the top dose activation, most hits filed as activators; 0.064% of 350,000 active; AID 624291;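 note: potency is the fitted concentration of half-maximal effect; 100% = response of the positive control SU9516; nearly all actives have a fitted effect of over 60% in size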
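alpha7betagal+/- myoblasts (passage 13, 250/well) treated 48 h at 37C with compounds at 1:260 dilution of DMSO stock. Lysed, then beta-galactosidase activity read as FDG fluorescence (ex 480/em 540) after 30 min, with pre-read for autofluorescence.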
Numbers without * were called inactive; ? = inconclusive; / = not tested or not shown; [ ] = dose if it differs, or a comment. Unless noted, calls come from the whole dose curve; as a rule, active = well fitted curve in the direction sought with a large enough effect; inconclusive = small, poorly fitted or top-dose-only effect, or another doubt; inactive = no such curve, though single readings can be large; an effect the other way counts as inactive or inconclusive. An excerpt (hit frequency here may not be typical).

canonical_smiles	Menin MLL FP TR	AT treatment	MBNL1-CUG inh	Integrin act MD	TSHR antag	Mito fusion act	TCR activator	MLL CXXC-DNA inh	ASM inhibitor	PTAP TSG101 blk
O=C(c1cccc(S(=O)(=O)N2CCCC2)c1)c1cccc(S(=O)(=O)N2CCCC2)c1	-8%	2%	-5%	-43%	-7	3%	4%	-3%	-4%	0%
Cn1cc(Br)c(C(=O)N/N=C/c2cc3ccccc3nc2Cl)n1	/	-5%	?	-15%	-6	-1%	-7%	-3%	0%	-6%
CCN(CC)S(=O)(=O)N1CCC(C(=O)NC2CCCC2)CC1	-17%	3%	-3%	34%	6	3%	-1%	6%	9%	-4%
O=C(O)CC(CC(=O)Nc1ccc2ccccc2n1)c1ccccc1 (stereo not drawn)	/	4%	-17%	-11%	7	0%	1%	-6%	1%	-2%
COc1ccc([N+](=O)[O-])cc1NS(=O)(=O)c1ccc(Cl)c(C(=O)Nc2sc3c(c2C#N)CCCCC3)c1	?	-3%	-8%	/	0	0%	/	-3%	/	/
COc1ccc(N=C2S/C(=C\c3ccc(OCC(=O)O)cc3)C(=O)N2CCc2c[nH]c3ccccc23)cc1	?	3%	-23%	-28%	18	2%	1%	-27%	-1%	-5%
NS(=O)(=O)c1cc(C(=O)N2CCc3ccccc32)c(Cl)cc1Cl	/	-7%	-2%	4%	-3	-4%	8%	2%	1%	-10%
CCCCN(CC)CCNS(=O)(=O)c1ccc2c(c1)oc(=O)n2C	15%	-18%	-14%	15%	-15	0%	3%	6%	-1%	0%
COc1ccc(C)cc1NC(=O)CCc1ccc(S(=O)(=O)N2CCOCC2)cc1	/	12%	/	13%	-10	3%	-1%	/	-1%	-5%
CC(C)C[C@H](NC(=O)N1CCn2c1nc1ccccc12)C(=O)N[C@@H](C(=O)O)c1ccccc1	12%	14%	-4%	-10%	1	-1%	-2%	3%	3%	-3%
Cc1ccc(S(=O)(=O)N2CCCC2)cc1[N+](=O)[O-]	-10%	6%	/	4%	4	0%	5%[46.1 µM]	1%	2%	-1%
CCCCN(C)Cc1c(C(=O)N2CCc3ccccc3C2)nc2ccc(Cl)cn12	?	4%[11.5 µM]	0%	-17%	-2	3%	1%	?	0%	0%
Cn1c(=O)n(Cc2ccccc2)c2ccccc21	-13%	8%	0%	-31%	1	2%	0%	0%	0%	-13%
CCOc1cccc(C(=O)NC(=S)Nc2cccnc2)c1	2%	8%	-7%	-21%	-3	-8%	0%[46.1 µM]	-5%	2%	-3%
CN(C)CCNC(=O)c1ccccc1	-3%	/	-1%	23%[7.66 µM]	-2	0%	2%	-11%	1%	-9%
COc1cccc(-c2[nH]nc3c2C(c2ccoc2)C(C#N)=C(N)O3)c1 (stereo not drawn)	3%	/	5%	-19%	-2	-1%	-1%	2%	-5%	-5%
CC(=O)n1nc(-c2cccnc2)nc1NCc1cccs1	0%	2%	-2%	7%	-9	-6%	-41%	2%	-1%	-2%
COC(=O)C1CC2=C(CC(C)(C)CC2=O)N(c2ccccc2)C1=O (stereo not drawn)	/	/	/	9%	/	/	0%	/	-6%	-2%
CN(c1ccc(OCC(=O)Nc2nc(-c3ccccc3)cs2)cc1)S(=O)(=O)c1ccc(F)cc1	?	-1%	/	38%	-30	11%	0%	4%	3%	0%
O=C(N/N=C1\CC(c2ccccc2)Oc2ccccc21)c1ccccn1 (stereo not drawn)	6%	0%	2%	-14%	2	-1%	9%	1%	16%	0%
O=C(NCC(c1ccco1)N1CCOCC1)c1ccccc1 (stereo not drawn)	/	10%	/	32%	3	-2%	3%	/	-3%	2%
CC(=O)c1cc(C#N)c(NCCCN(C)C)nc1C	-16%	0%	-6%	-22%	-23	7%	4%	29%	0%	-3%
O=C(CSc1ccc(Br)cc1)NCC1CCCO1 (stereo not drawn)	10%	0%	-4%	-10%	2	3%	7%	-3%	2%	-3%
CCOC(=O)c1nn(-c2ccc(Cl)cc2)c2nnc(Cc3ccc(C)cc3)c(=O)n12	-14%	4%	61%[activator]	23%	-4	3%	-7%[46.1 µM]	8%	-3%	-2%
CCOC(=O)c1cc(-c2ccccc2)sc1NC(=O)C(C)N1C(=O)c2ccccc2C1=O (stereo not drawn)	-17%	-2%	16%	20%	-4	9%	2%[46.1 µM]	0%	-1%	1%
COC(=O)c1ccc(NC(=S)NC2CCCCC2)cc1	35%[activator]	-1%	-6%	0%	11	-10%	-1%	10%	-1%	-8%
Cc1ccc(-n2nc3c(c2NC(=O)c2ccc(F)c(F)c2)CS(=O)(=O)C3)cc1	1%	-6%	3%	-1%	-3	-2%	3%	-7%	1%	-4%
Cc1cc(=O)oc2ccc(OCC(=O)O)cc12	19%	3%	-9%	18%	5	-1%	1%	-3%	9%	-8%
COc1cc(S(=O)(=O)NCc2ccc3c(c2)OCO3)ccc1Cl	10%	-2%	2%	2%	-14	4%	-1%	5%	-1%	-3%
O=C(NCC1CCCO1)c1cc(S(=O)(=O)N2CCOCC2)ccc1Cl (stereo not drawn)	-6%	10%	-8%	39%	1	1%	2%	-1%	4%	/

Later entries:
canonical_smiles	Menin MLL FP TR	AT treatment	MBNL1-CUG inh	Integrin act MD	TSHR antag	Mito fusion act	TCR activator	MLL CXXC-DNA inh	ASM inhibitor	PTAP TSG101 blk
O=C1CCCCCN1C(=O)c1ccc(C(=O)N2CCCCCC2=O)cc1	-11%	3%	-3%	-14%	-12	-2%	-5%	9%	1%	-5%
O=C1CC(N2CCOCC2)C(=O)N1c1cccc(Cl)c1 (stereo not drawn)	42%[activator]	-3%	-11%	-1%	7	-10%	-1%	-1%	2%	-6%
CC(Sc1nnnn1C)C(=O)NC(=O)NC1CCCCC1 (stereo not drawn)	-3%	0%	-5%	9%	1	4%	3%	-2%	0%	-1%
Cn1c(CC(=O)Nc2ccc(Cl)c(Cl)c2)nnc1SCC(=O)N1CCN(c2ccccc2)CC1	39%[activator]	1%	-3%	-15%	-5	-1%	5%	21%	-15%	-5%
CC1C(=O)Nc2ccccc2N1C(=O)C1CC1 (stereo not drawn)	3%	/	2%	9%	-7	-2%	0%	5%	3%	-1%
COc1ccc(-c2sc3ccc(OC)cc3c2C#Cc2ccccn2)cc1	/	34%	/	-4%	27	19%	2%	/	/	/
CC1CCN(CCCN2C(=O)C3C(C(=O)Nc4cccc(Cl)c4)C4C=CC3(O4)C2C(=O)NC2CCCCC2)CC1 (stereo not drawn)	1%	5%	-6%	-60%[inhibitor]	-6	-3%	-3%	-1%	-3%	0%
O=C(c1cn(CC(=O)N2CCCCC2)c2ccccc12)C1CC1	-2%	5%	-1%	-4%	-1	1%	/	-6%	-1%	-7%
CCOP(=O)(c1ccccc1)C(O)c1ccccc1 (stereo not drawn)	-2%	7%	/	15%	-1	-6%	-3%[46.1 µM]	2%	2%	-5%
FC(F)(F)c1cnc(-c2cnc(-c3cccnc3)nc2)c(Cl)c1	-5%	-2%	/	?	3	3%	3%	-1%	-2%	0%
CCCCNC(=O)c1ccc(N2CCOCC2)c(NS(=O)(=O)c2ccc(OC)cc2)c1	3%	23%	-15%	9%	21	2%	-1%	-4%	-1%	-4%
CCS(=O)(=O)Nc1cc(C(=O)OC)ccc1C(=O)OC	-8%	-1%	1%	8%	-14	4%	-6%	3%	60%[activator]	-8%
COc1ccc(C2C(C#N)=C(N)Oc3cc(N)ccc32)cc1 (stereo not drawn)	13%	5%	6%	0%	29	-3%	/	16%	42%[activator]	37%[activator]
COc1ccc(C2C(C#N)=C(N)OC3=C2C(=O)CC(C)(C)C3)cc1Cn1cc([N+](=O)[O-])cn1 (stereo not drawn)	-15%	-5%	12%	12%	44	2%	15%[46.1 µM]	4%	-1%	-7%
CCOC(=O)c1nc(C)n(-c2ccc(Cl)cc2)n1	5%	4%	-2%	-26%	-5	0%	7%	?	3%	-3%
C[C@H](CO)N1C[C@H](C)[C@@H](CN(C)C(=O)Nc2ccccc2)Oc2ccc(NC(=O)NC3CCCCC3)cc2C1=O	/	5%	/	-5%	2	/	2%	/	4%	0%

Assay outcomes (PubChem)
